PAFAH2 inh: PAFAH2 enzyme inhibitors, primary screen, biochemical, fluorescence polarization, human; Platelet-activating factor acetylhydrolase 2, cytoplasmic (Homo sapiens), Q99487; recombinant PAFAH2, FP-rhodamine activity probe; inhibition, % at 3.39 µM; hit rate 0.99% among 340,000; AID 492956, 2010;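 active = inhibition above the mean over all tested compounds plus 3 SD, cut at about 30% in these data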;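 note: inhibitors block probe labeling of enzyme so polarization drops; 0% = enzyme with DMSO and 100% = wells lacking PAFAH2 protein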
PME-1 inh: PME-1 inhibitors via competitive probe labeling, primary screen, biochemical, fluorescence polarization, FP-Rh probe, HTS | recombinant PME-1 | inhibition, % at 5.9 µM | hit rate 0.53% among 320,000;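 active = inhibition above the campaign mean of all compounds plus 3 SD, cut at about 26% in these data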;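 note: competitive labeling of PME-1 active site by serine hydrolase directed probe; 0% = PME-1 with DMSO and 100% = wells lacking PME-1 enzyme; inhibitors block probe labeling so polarization falls and inhibition rises; many of its hits are not listed in these tables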
LYPLA2 inh: LYPLA2 inhibitors, primary screen, counter-screen for PME1 inhibitor project, biochemical, fluorescence polarization, FP-Rh probe ABPP; Acyl-protein thioesterase 2 (Homo sapiens), O95372; recombinant LYPLA2; inhibition, % at 5.9 µM; hit rate 0.38% among 320,000; AID 2177, 2009;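 active = inhibition above the screen-wide mean plus 3 SD, limit set per campaign, cut at about 26% in these data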;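 note: 0% = LYPLA2 with DMSO and 100% = wells lacking LYPLA2 enzyme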
Target sequence (O95372 whole entry, looked up): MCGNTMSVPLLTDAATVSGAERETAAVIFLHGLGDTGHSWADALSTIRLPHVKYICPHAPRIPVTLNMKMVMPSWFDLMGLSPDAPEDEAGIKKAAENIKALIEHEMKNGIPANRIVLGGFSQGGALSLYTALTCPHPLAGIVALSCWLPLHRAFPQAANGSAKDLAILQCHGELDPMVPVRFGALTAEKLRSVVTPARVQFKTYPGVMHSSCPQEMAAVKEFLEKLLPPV
PAFAH1B2 FP inh: PAFAH1B2 enzyme inhibitors, primary screen, biochemical, fluorescence polarization, human; Platelet-activating factor acetylhydrolase IB subunit alpha2 (Homo sapiens), P68402; inhibition, % at 3.39 µM; AID 492953, 2010; recombinant PAFAH1B2, FP-rhodamine activity probe; hit rate 1.2% among 340,000;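 active = inhibition above the mean of all tested compounds plus 3 SD, cut at about 24% in these data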;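 note: 0% = enzyme with DMSO and 100% = wells lacking PAFAH1B2; many of its hits are not listed in these tables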
Target sequence (P68402 whole entry, looked up): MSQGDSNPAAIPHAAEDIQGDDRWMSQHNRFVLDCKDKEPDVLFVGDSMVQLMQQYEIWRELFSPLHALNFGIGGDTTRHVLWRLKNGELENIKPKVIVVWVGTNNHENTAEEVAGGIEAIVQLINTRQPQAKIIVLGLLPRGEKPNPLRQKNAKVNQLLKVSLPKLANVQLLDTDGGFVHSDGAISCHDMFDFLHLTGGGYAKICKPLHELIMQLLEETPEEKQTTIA
LYPLA1 inh: LYPLA1 inhibitors, primary screen, counter-screen for PME1 inhibitor project, biochemical, fluorescence polarization, FP-Rh probe ABPP; inhibition, % at 5.9 µM; recombinant LYPLA1; hit rate 0.16% among 320,000;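 active = inhibition above the mean of all tested compounds plus 3 SD, set per campaign, cut at about 14% in these data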;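 note: inhibitors block serine hydrolase probe labeling of LYPLA1 so polarization falls; 0% = enzyme with DMSO and 100% = wells lacking LYPLA1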
Target sequence (O75608 whole entry, looked up): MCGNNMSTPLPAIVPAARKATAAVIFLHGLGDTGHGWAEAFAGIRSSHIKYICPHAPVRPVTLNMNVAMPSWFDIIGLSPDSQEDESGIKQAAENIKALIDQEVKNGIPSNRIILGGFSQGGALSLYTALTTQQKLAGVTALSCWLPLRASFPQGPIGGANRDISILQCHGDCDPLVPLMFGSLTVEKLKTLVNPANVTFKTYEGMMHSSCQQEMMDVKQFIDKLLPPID
PAFAH1B3 FP inh: PAFAH1B3 enzyme inhibitors, primary screen, biochemical, fluorescence polarization, human. Platelet-activating factor acetylhydrolase IB subunit alpha1 (Homo sapiens), Q15102. recombinant PAFAH1B3, FP-rhodamine probe. inhibition, % at 3.39 µM. hit rate 0.28% among 340,000;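 active = inhibition above the screen-wide average of all tested compounds plus 3 SD, cut at about 25% in these data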;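 note: 0% = enzyme with DMSO only and 100% = wells lacking PAFAH1B3 protein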
GSTO1 inh: inhibitors of recombinant GSTO1, primary screen, counter-screen for RBBP9 inhibitor project, biochemical, fluorescence polarization | AID 1974, 2009 | activity-based probe fluorescence polarization | inhibition, % at 5.96 µM | hit rate 1.1% among 300,000;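 active = inhibition above the campaign mean inhibition plus 3 SD, cut at about 35% in these data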;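 note: 0% = GSTO1-1 with DMSO and 100% = wells lacking GSTO1-1 enzyme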
Target sequence (P78417 whole entry, looked up): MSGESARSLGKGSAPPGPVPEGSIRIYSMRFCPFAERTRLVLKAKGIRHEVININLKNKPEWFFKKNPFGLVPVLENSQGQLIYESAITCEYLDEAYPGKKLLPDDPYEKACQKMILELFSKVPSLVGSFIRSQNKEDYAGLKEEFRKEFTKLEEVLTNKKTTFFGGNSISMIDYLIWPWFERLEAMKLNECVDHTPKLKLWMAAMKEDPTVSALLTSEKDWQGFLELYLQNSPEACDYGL
PAD4 inh: human PAD4 inhibitors, primary screen, biochemical, fluorescence polarization, 1536-well format. Protein-arginine deiminase type-4 (Homo sapiens), Q9UM07. recombinant PAD4, RCA probe fluorescence polarization. hit rate 0.41% among 330,000. inhibition, % at 6.36 µM. AID 485272, 2010;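 active = percent inhibition above a cutoff equal to the mean of all tested compounds plus 3 SD, cut at about 15% in these data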;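 note: 0% = PAD4 with RCA probe and DMSO and 100% = probe without PAD4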
pPAFAH FP inh: pPAFAH enzyme inhibitors, primary screen, biochemical, fluorescence polarization, human; Platelet-activating factor acetylhydrolase (Homo sapiens), Q13093; recombinant pPAFAH, FP-rhodamine probe fluorescence polarization; inhibition, % at 3.39 µM; hit rate 1.5% among 330,000; AID 463082, 2010;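 active = inhibition above the mean inhibition across the screen plus 3 SD, cut at about 25% in these data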;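 note: inhibitors block binding of the rhodamine activity-based probe so polarization drops; 0% = enzyme with DMSO and 100% = wells lacking pPAFAH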
* = called active by the depositor; · = no result given. An excerpt; the hit share may differ from the screen's.

SMILES | PAFAH2 inh | PME-1 inh | LYPLA2 inh | PAFAH1B2 FP inh | LYPLA1 inh | PAFAH1B3 FP inh | GSTO1 inh | PAD4 inh | pPAFAH FP inh
Cc1ccc(C(=O)OCC(=O)Nc2ccccc2C(F)(F)F)cc1S(=O)(=O)N1CCOCC1 | 63* | 0 | 4 | 3 | 2 | 1 | 4 | 2 | 8
CCOC(=O)C1CCN(C(=O)CN2C(=O)C(C(C)C)Oc3ccccc32)CC1 (stereo not given) | 12 | 0 | -1 | 6 | -2 | 9 | 1 | -4 | 0
COc1ccc(S(=O)(=O)N2CCN(C(=O)c3cnc(C)cn3)CC2)cc1 | -2 | 0 | 2 | 5 | -1 | 1 | 4 | -1 | 4
CN(CC(=O)NCC1CCCCC1)CC(=O)Nc1ccccc1Br | -2 | 9 | -2 | 1 | 0 | -2 | · | -2 | -4
COc1cc2c(-c3ccc4c(c3)OCO4)c(-c3ccsc3)oc(=O)c2cc1OC | 3 | · | · | 5 | · | -4 | · | 2 | 10
Cc1cc(S(=O)(=O)NCCCN2CCOCC2)ccc1Br | -1 | 2 | -6 | 4 | -1 | -2 | · | -1 | 3
COc1ccccc1CNC(=O)N1CCN(c2ccccc2)CC1 | -6 | -8 | -7 | 10 | -3 | 6 | 5 | 4 | -4
COc1cccc2cc(C(=O)c3ccc([N+](=O)[O-])cc3)oc12 | -3 | 8 | 1 | 1 | 1 | 1 | 6 | 0 | 5
Cc1cc(NC(=O)COC(=O)C2CC(=O)N(c3cccc(C)c3C)C2)no1 (stereo not given) | 1 | 6 | 0 | 0 | -3 | -6 | -1 | -3 | 6
O=C(NC(C(=O)c1ccccc1)n1c(=O)cc[nH]c1=S)c1ccccc1 (stereo not given) | 8 | 7 | -8 | 4 | -5 | 4 | 10 | 2 | -1
O=C(NNc1ccc(Cl)cc1)c1sccc1Cl | 5 | -3 | -1 | 3 | -2 | 4 | 4 | -2 | 0
COC(=O)Cc1cnc(NC(=O)CSc2nc(C(C)C)cc(=O)[nH]2)s1 | 10 | -4 | -1 | 4 | 0 | 6 | -1 | 7 | 1
COc1ccc(NC(=O)/C=C/c2ccc(Br)o2)cn1 | -3 | -2 | 6 | 6 | -1 | 2 | 4 | 2 | 6
O=C(OCc1ccccc1F)c1ccc2c(c1)-c1ccccc1C2=O | 1 | -5 | 8 | 2 | 1 | 8 | -3 | 0 | 0
CCc1cccc2c(=O)c(C(=O)NCCCOC)c[nH]c12 | -3 | -2 | 7 | 2 | 1 | 3 | 1 | 2 | 4
COc1ccc(S(=O)(=O)N2CCC(NC(=O)c3ccccc3)CC2)cc1 | -3 | 2 | 1 | 3 | -3 | -7 | 5 | 3 | 3
CCc1cccc(C)c1NC(=S)NCc1ccc2[nH]c(C)cc2c1 | 7 | 3 | -6 | 4 | -2 | 2 | 2 | -3 | 3
CC1CCCN(C(=O)CSc2nnc3n(C4CCCC4)c(=O)c4ccccc4n23)C1 (stereo not given) | 5 | 2 | 2 | 4 | -5 | 11 | -1 | -2 | 2
CCOC(=O)c1c(C)nsc1NC(=O)C1CCCCC1 | -2 | -6 | -1 | -3 | -3 | -2 | 0 | -2 | -2
COc1ccc(CCc2nc(-c3ccc(-n4cccc4)cc3)no2)cc1 | 9 | 2 | -4 | -3 | 0 | 4 | 4 | 0 | 3
O=C(COc1ccc(Cl)cc1)NC1=NN(c2ccccc2)C(=O)C1 | 0 | 7 | 4 | 68* | -4 | 5 | 40* | -9 | 6
COc1ccccc1N1CCN(S(=O)(=O)c2ccc(NC(C)=O)cc2)CC1 | 1 | -3 | 6 | 6 | 2 | -3 | 4 | 0 | 6
CCOC(=O)c1ccc(NC(=S)N2CCN(S(C)(=O)=O)CC2)cc1 | 8 | -7 | -3 | 7 | -2 | -6 | 4 | 1 | 4
NS(=O)(=O)c1ccc(CCNC/C=C/c2ccccc2)cc1 | -2 | 1 | 1 | 2 | 1 | 13 | -4 | 5 | -2
Cn1ncc2cc(NC(N)=S)ccc21 | -8 | -3 | 2 | 2 | 3 | 4 | 0 | 2 | 0
CCOC(=O)c1c(/N=C/C2=C(O)CCCC2=O)sc2c1CCCC2 | · | -8 | -2 | · | 0 | · | 5 | -1 | 22
NC(=O)N=Nc1c(O)[nH]c2ccc([N+](=O)[O-])cc12 | 0 | 8 | -1 | 1 | 0 | 3 | -1 | 6 | -1
Cc1ccc(-n2nc(C(=O)c3ccccc3)n3c(=O)c(Cc4ccccc4)nnc23)cc1 | 5 | 0 | -6 | -1 | -1 | -2 | 0 | 3 | 21
O=C(CSc1nccn1Cc1ccccc1)NCc1ccccc1 | 1 | 0 | -2 | -4 | -1 | 6 | 12 | 2 | -2
COc1ccc(N2CCN(CCCNC(=S)Nc3c(C)cccc3C)CC2)cc1 | 2 | 0 | 11 | 4 | 2 | -1 | 0 | -3 | 3
CCn1nnc2cc(C(=O)OCC(=O)N(C)Cc3cccc(F)c3)ccc21 | 6 | · | · | 3 | · | 2 | · | -14 | 5
CCOC(=O)C1C(=O)OC(C)(C)C1C(CC)C(=O)c1ccccc1 (stereo not given) | 2 | -5 | 1 | 6 | -1 | 7 | 8 | 2 | 3
CCOC(=O)c1cc2c(nc1NC(=S)Nc1ccccc1)CC(C)(CC)OC2 (stereo not given) | -4 | 0 | 0 | 3 | -1 | 8 | 6 | 1 | -1
Cn1c(SCC(=O)NC2(C#N)CCCCC2)nnc1-c1cccnc1 | 0 | -3 | 5 | -5 | 1 | 0 | -7 | -1 | 2
O=c1[nH]c(-c2ccccc2)c(-c2ccccc2)[nH]1 | 7 | 4 | 2 | 2 | 1 | -3 | 1 | -2 | 2
CCOC(=O)C1CCN(C(=O)Nc2ccc3nccnc3c2)CC1 | 0 | -3 | -5 | 2 | 0 | 2 | -5 | -8 | 2
CCCCCCc1cc2cc(C(=O)Nc3cccc(OC)c3)c(=O)oc2cc1O | 0 | 0 | -9 | 2 | -2 | 0 | 3 | 7 | -1
CCOCCCNC(=O)CN(c1cc([N+](=O)[O-])ccc1OC)S(C)(=O)=O | 1 | -1 | -7 | -2 | -4 | 4 | 5 | -2 | 2
CC1=NN(c2ccc(Cl)c(C(=O)O)c2)C(=O)/C1=C/c1ccc(-c2ccccc2[N+](=O)[O-])o1 | 37* | 0 | 6 | 8 | 1 | 2 | 29 | 2 | 7
O=C(COc1ncnc2sccc12)Nc1ccc(F)cc1F | -2 | -1 | 2 | -3 | -3 | 14 | 3 | 0 | 4
Fc1ccc(N2CCN(c3ncnc4nc[nH]c34)CC2)cc1 | 9 | -3 | 5 | 4 | 3 | 3 | 2 | -6 | 6
Cc1nc2ccccc2c(=O)n1CCc1ccccc1 | 4 | -3 | 7 | 6 | 0 | 5 | 5 | 4 | 5
CCc1nc2ccccc2n1CC(=O)N(C(C)CC)C1CCS(=O)(=O)C1 (stereo not given) | 2 | 6 | 2 | 3 | 0 | 2 | 2 | 5 | 3
Cc1sc(NC(=O)c2ccc(OCC(C)C)cc2)c(C(N)=O)c1-c1ccc(Cl)cc1Cl | -6 | -3 | 2 | 0 | 4 | 1 | -1 | 1 | 3
CC(CCc1ccccc1)NS(=O)(=O)c1ccccc1F (stereo not given) | 4 | -3 | -8 | 29* | -4 | 6 | -2 | 2 | 4

Ordered by SMILES length (rising): part of the list above
SMILES | PAFAH2 inh | PME-1 inh | LYPLA2 inh | PAFAH1B2 FP inh | LYPLA1 inh | PAFAH1B3 FP inh | GSTO1 inh | PAD4 inh | pPAFAH FP inh
Cc1nc2ccccc2c(=O)n1CCc1ccccc1 | 4 | -3 | 7 | 6 | 0 | 5 | 5 | 4 | 5
O=C(COc1ncnc2sccc12)Nc1ccc(F)cc1F | -2 | -1 | 2 | -3 | -3 | 14 | 3 | 0 | 4
Fc1ccc(N2CCN(c3ncnc4nc[nH]c34)CC2)cc1 | 9 | -3 | 5 | 4 | 3 | 3 | 2 | -6 | 6
CCOC(=O)C1CCN(C(=O)Nc2ccc3nccnc3c2)CC1 | 0 | -3 | -5 | 2 | 0 | 2 | -5 | -8 | 2
Cn1c(SCC(=O)NC2(C#N)CCCCC2)nnc1-c1cccnc1 | 0 | -3 | 5 | -5 | 1 | 0 | -7 | -1 | 2
CCOC(=O)C1C(=O)OC(C)(C)C1C(CC)C(=O)c1ccccc1 (stereo not given) | 2 | -5 | 1 | 6 | -1 | 7 | 8 | 2 | 3
CCCCCCc1cc2cc(C(=O)Nc3cccc(OC)c3)c(=O)oc2cc1O | 0 | 0 | -9 | 2 | -2 | 0 | 3 | 7 | -1
CCOC(=O)c1cc2c(nc1NC(=S)Nc1ccccc1)CC(C)(CC)OC2 (stereo not given) | -4 | 0 | 0 | 3 | -1 | 8 | 6 | 1 | -1
CCOCCCNC(=O)CN(c1cc([N+](=O)[O-])ccc1OC)S(C)(=O)=O | 1 | -1 | -7 | -2 | -4 | 4 | 5 | -2 | 2
Cc1sc(NC(=O)c2ccc(OCC(C)C)cc2)c(C(N)=O)c1-c1ccc(Cl)cc1Cl | -6 | -3 | 2 | 0 | 4 | 1 | -1 | 1 | 3
CC1=NN(c2ccc(Cl)c(C(=O)O)c2)C(=O)/C1=C/c1ccc(-c2ccccc2[N+](=O)[O-])o1 | 37* | 0 | 6 | 8 | 1 | 2 | 29 | 2 | 7

The list continues:
SMILES | PAFAH2 inh | PME-1 inh | LYPLA2 inh | PAFAH1B2 FP inh | LYPLA1 inh | PAFAH1B3 FP inh | GSTO1 inh | PAD4 inh | pPAFAH FP inh
CCN(CC)S(=O)(=O)c1ccc(OC)c(NC(=S)Nc2ccc(C)c(C)c2)c1 | -10 | 9 | -2 | 2 | -7 | 1 | -5 | -1 | 3
Cc1ccc(C(=O)N2CCCC(C(F)(F)F)C2)cc1S(=O)(=O)N1CCCCC1 (stereo not given) | -2 | 4 | -1 | 2 | 0 | 1 | 2 | -4 | 2
O=C(Cn1ccc([N+](=O)[O-])n1)Nc1nc2ccccc2s1 | 3 | 3 | 3 | 10 | 0 | 15 | -3 | -4 | -4
Oc1ccc(/C=N/n2c(-c3ccccc3)n[nH]c2=S)cc1 | -1 | -5 | 4 | 4 | 3 | 2 | 9 | 4 | -7
CCOC(=O)C1CCCN(C(=O)c2cc(S(=O)(=O)N3CCCCC3)ccc2C)C1 (stereo not given) | -7 | 10 | -2 | 5 | 2 | 2 | 2 | 2 | 0
Cc1ccc(S(=O)(=O)NC(=O)c2cccn2C)cc1 | 4 | 2 | 6 | 7 | 2 | 1 | -2 | 1 | 6
COCC(=O)Nc1nc2ccc(C)cc2s1 | 5 | 0 | 1 | 7 | -1 | 2 | -3 | 0 | 4
CCn1c(O)c(N=NC(=O)C(O)c2ccccc2)c2ccccc21 (stereo not given) | -1 | 0 | 4 | -1 | 1 | 1 | 4 | 0 | 3
